Abeta yeast res: compounds reversing amyloid beta toxicity in yeast; Potency, µM (top dose mostly 46.1 µM), inactives show at the highest dose growth rescue, actives largely listed as activators; yeast expressing A-beta42, growth rescue, OD600, 48 h; response scale: 0% DMSO, 100% iron-clioquinol control; 410,000 compounds, 0.063% hits; further: potency means the concentration at half of the fitted maximal effect; nearly all actives have a fitted effect of over 55% in size
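Yeast growth medium received pinned compounds, then yeast cells expressing toxic A-beta were added; plates incubated at 30 C for 48 hr. Growth read as absorbance at 600 nm, normalized to DMSO and equimolar FeCl3 plus clioquinol controls.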
EPAC2 ag: activates human EPAC2 exchange factor. Q8WZA2. EPAC2 activation, biochemical qHTS; response scale: 100% = 6.5 mM cAMP response. Potency, µM (top dose mostly 154 µM), inactives show top-dose activation, hits mostly activators. 360,000 compounds, 0.079% hits. AID 720711; further: potency means the concentration at half of the fitted maximal effect; nearly all actives have a fitted effect of over 50% in size
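Guanine nucleotide exchange by EPAC2 is measured as reduced fluorescence of BODIPY-GDP once it is released from 250 nM Rap1B. Plates are read kinetically for 30 min at room temperature; results are scaled to 6.5 mM cAMP.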
DRD3 antagonist: D3 dopamine receptor (human) antagonism. P35462. D3R cells, DiscoveRx beta-arrestin luminescence, antagonist mode; active compounds read low. max response, negative = inhibition, %. 360,000 compounds, 2.5% hits. AID 652054; in the data active means max response below about -50%; inconclusive means no clear call, values can overlap the other calls; further: on the % scale 0 is the no-effect control and ±100 the full control effect; mostly tested at two doses, the higher about 12 µM
Target sequence (P35462 whole entry, looked up): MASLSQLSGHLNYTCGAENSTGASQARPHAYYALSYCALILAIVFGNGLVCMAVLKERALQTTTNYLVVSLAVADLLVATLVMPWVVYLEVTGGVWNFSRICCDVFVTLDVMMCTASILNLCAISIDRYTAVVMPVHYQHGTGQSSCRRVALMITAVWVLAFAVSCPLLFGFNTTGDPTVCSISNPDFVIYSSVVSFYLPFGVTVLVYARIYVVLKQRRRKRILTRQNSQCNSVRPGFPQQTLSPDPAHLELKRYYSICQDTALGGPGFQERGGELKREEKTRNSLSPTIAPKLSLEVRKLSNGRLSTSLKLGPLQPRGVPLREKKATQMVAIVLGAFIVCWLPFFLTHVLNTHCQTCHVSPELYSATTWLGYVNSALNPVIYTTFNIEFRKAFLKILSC
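Cells plated overnight at 1500 cells/well, then exposed to library compounds with dopamine controls for 90 minutes at 37 degrees C. DiscoveRx reagent added for 30–60 minutes at room temperature; luminescence read, quantitative HTS format.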
TDP43 rescue: inhibitors of TDP-43 toxicity in yeast; TDP-43 expressing yeast growth rescue, BacTiter-Glo, 24 h; Potency, µM (highest dose often 46.1 µM), for inactives: at the top dose growth rescue (activation), hits mostly activators; 410,000 compounds, 1.8% hits; AID 652104; further: potency means the concentration at half of the fitted maximal effect; % of control where 0% means no effect; nearly all actives have a fitted effect of over 50% in size
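Readout is BacTiter-Glo luminescence of cell growth, so inhibitors register as activators. TDP-43-expressing yeast at OD600=0.02 in galactose medium, after raffinose pregrowth to mid-log, were incubated with compound for 24 hr at 30 deg C.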
DRD3 agonist: D3 dopamine receptor (human) agonism; P35462; D3R DiscoveRx beta-arrestin cells, luminescence, 90 min; max activation, %; 410,000 compounds, 0.58% hits; AID 652048; in the data active means max activation above about 30%; further: 0% is about no effect; mostly tested at two doses, the higher about 12 µM
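Agonist mode: compounds and dopamine controls were applied to plated cells for 90 min at 37 degrees C after an overnight attachment at 1500 cells/well. Luminescent read-out followed 30 - 60 minutes at room temperature with DiscoveRx detection reagent.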
EPAC2 antagonist: antagonists of human EPAC2; EPAC2 GEF exchange of Rap1B-BODIPY-GDP, fluorescence; 360,000 compounds, 0.18% hits; Potency, µM (highest dose often 114 µM), for the others: top-dose activity, negative = inhibition, hits mostly inhibitors; further: potency means the concentration at half of the fitted maximal effect; on the % scale 0 is the no-effect control and ±100 the full control effect; nearly all actives have a fitted effect of over 45% in size; many of its hits are not listed in these tables
FUS suppressor: FUS proteinopathy suppression in yeast; S. cerevisiae FUS-expressing, growth rescue, OD600, 24 h; Potency, µM (highest dose often 76.6 µM), for inactives: at the top dose growth rescue (activation), most hits filed as activators; 390,000 compounds, 0.24% hits; AID 1347120;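 further: potency means the concentration at half of the fitted maximal effect; plate controls were DMSO vehicle for no effect and reference control for full effect; nearly all actives have a fitted effect of over 55% in size; some results filed as inactive show a strong effect at the top dose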
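Restored growth of FUS-toxic S. cerevisiae, read as 600 nm absorbance after 24 h at 30C in galactose medium (starting OD 0.005). Controls CP55940 and DMSO.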
aSyn yeast inh: inhibitors of alpha-synuclein toxicity in yeast; Yeast expressing alpha-synuclein, growth rescue, BacTiter-Glo, 24 h; Potency, µM (top dose mostly 46.1 µM), for inactives: at the top dose growth rescue (activation), actives largely listed as activators; 370,000 compounds, 0.14% hits; further: potency means the concentration at half of the fitted maximal effect; % of control where 0% means no effect; nearly all actives have a fitted effect of over 65% in size
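Rescue of yeast growth: cells expressing toxic alpha-synuclein, induced in galactose at OD600 0.02, incubated with compound 24 h at 30 C. ATP luminescence quantified growth; inhibitors of toxicity appear as activators.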
An asterisk follows results filed as active; ? = inconclusive; . = not tested or not shown; [ ] = remark or other dose. Unless noted, the call rests on the fitted dose curve; in most records, active means well fitted curve in the direction sought with a large enough effect; inconclusive means small, poorly fitted or top-dose-only effect, or another doubt; inactive means no such curve, though single readings can be large; an effect the other way counts as inactive or inconclusive.

nr	Molecule	Abeta yeast res	EPAC2 ag	DRD3 antagonist	TDP43 rescue	DRD3 agonist	EPAC2 antagonist	FUS suppressor	aSyn yeast inh
1	CSc1ccccc1C(=O)N1CCOCC1	-9%	4%	-13	-11%	-6	0%	15%	-1%
2	Cc1ccc(C(=O)CCC(=O)CCC(=O)O)cc1	9%	5%	23	-7%	0	-1%	12%	4%
3	Cc1cnnc2c1-c1nonc1CC2	-12%	7%	26	4%	5	8%	.	-6%
4	CCC(=O)c1cn(CC(=O)Nc2ccccc2Cl)c2ccccc12	2%	-5%	-1	5%	-3	1%	-27%	2%
5	COc1cc(C(=O)OCC(=O)N2CCCCCC2)c([N+](=O)[O-])cc1OC	7%	1%	35	19%	1	2%	9%	5%
6	COc1ccc(C)cc1N(CC(=O)Nc1ccc(S(=O)(=O)N2CCOCC2)cc1)S(C)(=O)=O	-7%	1%	-3	3%	25	-6%	14%	15%
7	CCOC(=O)c1c(-c2cccs2)csc1NC(=O)c1ccncc1	-5%	-8%	10	4%	5	7%	-3%	-2%
8	CC(=O)Nc1ccc(-c2ccnc3c2CC(C)(C(=O)NCc2ccc(F)c(F)c2)O3)cc1 (stereo not given)	-10%	1%	-14	0%	-6	-5%	0%	5%
9	OCCCc1nc2ccccc2n1CCc1ccccc1	10%	7%	6	-10%	-2	2%	22%	-3%
10	COC(=O)C1=CN(c2ccc(C(C)(C)C)cc2)C(N)=C(C#N)C1c1cccc2ccccc12 (stereo not given)	2%	-1%	16	22%	7	-16%	28%	?
11	CCOc1cc(C(=O)NCC(=O)N2CCC3(CC2)NCCc2[nH]cnc23)cc(OCC)c1OCC	-3%	13%	6	-8%	7	5%	-19%	-4%
12	CC(=O)N1CCN(c2ccc(NC(=O)c3ccco3)cc2)CC1	-11%	3%	-3	0%	17	6%	-5%	8%
13	O=C(Nc1cccc(C(=O)O)c1)/C(=C/c1ccc2c(c1)OCO2)NC(=O)c1cccc(Br)c1	3%	-2%	-2	17%	7	-12%	38%	0%
14	CCNC(=O)c1sc(-c2ccccc2)nc1C	21%	3%	35	?	2	4%	10%	-6%
15	Cc1ccc(C2NC(=S)NC3=C2C(=O)CCC3)cc1 (stereo not given)	-9%	2%	9	23%	0	5%	-13%	2%
16	CC[C@]12c3[nH]c4ccc(OC)cc4c3CCN1C(=O)C(CC(=O)NCc1ccco1)C[C@@H]2C(=O)N1CCN(C(=O)C2CC2)CC1 (stereo not given in full)	-8%	6%	6	3%	12	1%	8%	-2%
17	O=C(NCC(O)c1ccccc1)c1ccc(Cl)c(S(=O)(=O)N2CCCCC2)c1 (stereo not given)	-6%	5%	9	1%	4	-2%	1%	3%
18	CC(C)(C)NC(=O)C1CC1(c1ccccc1)c1ccccc1 (stereo not given)	16%	7%	0	5%	-5	-8%	-11%	5%
19	O=C(Nc1ccc(Br)cn1)c1ccc2ccccc2c1	3%	14%	-24	8%	-7	9%	-32%	-6%
20	COc1ccccc1N1C[C@@H]2C[C@@H](c3ccco3)N3CCC[C@@]23C1=O	0%	-4%	-7	-15%	8	11%	13%	4%
21	O=C(/C=C/c1ccc(Cl)cc1)NCc1ccncc1	2%	12%	4	-8%	1	-30%	.	-4%
22	C/C(=N\Nc1ccc(F)cc1)c1ccc(N2CCOCC2)c(F)c1	4%	0%	-14	8%	-2	20%	24%	-5%
23	CCCn1c(=O)c2ccccc2n2c(SCCOc3ccccc3)nnc12	-25%	4%	-19	-2%	2	3%	21%	-1%
24	COc1ccc(NC(=O)CN(C)C(=O)c2cc3c(s2)CCC3)cc1	14%	-2%	12	8%	4	-6%	4%	1%
25	O=Nc1[nH]c(=O)c(/C=C(\O)c2ccccc2)nc1NO	-7%	3%	-3	3%	23	5%	19%	-6%
26	O=C(C[n+]1cccc(CNC(=O)c2ccc(OC(F)F)cc2)c1)Nc1cc(C(F)(F)F)ccc1Cl	19%	-4%	-64*	22%	-24	1%	.	1%
27	Cc1ccc(NC(=O)C2(C)CCN2C(=O)C2CCCCC2)cc1C (stereo not given)	-8%	2%	-15	?	-11	17%	11%	?
28	Cc1ccc2nc(NCCCO)nc(-c3ccccc3)c2c1	14%	-9%	28	24%	0	-2%	5%	4%
29	CCOC(=O)C1(c2ccccc2)SC(C(=O)OCC)(c2ccccc2)S1 (stereo not given)	7%	-3%	-3	18%	1	?	-1%	?
30	CN(C)c1ccc(NC(=O)CN2C(=O)c3ccccc3Sc3ccc(C(=O)N4CCCC4)cc32)cc1	4%	.	.	24%[9.22 µM]	0	.	?	.

Reprinted from the part before: three compounds, followed by the next part.
nr	Molecule	Abeta yeast res	EPAC2 ag	DRD3 antagonist	TDP43 rescue	DRD3 agonist	EPAC2 antagonist	FUS suppressor	aSyn yeast inh
28	Cc1ccc2nc(NCCCO)nc(-c3ccccc3)c2c1	14%	-9%	28	24%	0	-2%	5%	4%
29	CCOC(=O)C1(c2ccccc2)SC(C(=O)OCC)(c2ccccc2)S1 (stereo not given)	7%	-3%	-3	18%	1	?	-1%	?
30	CN(C)c1ccc(NC(=O)CN2C(=O)c3ccccc3Sc3ccc(C(=O)N4CCCC4)cc32)cc1	4%	.	.	24%[9.22 µM]	0	.	?	.
31	COc1ccc(-c2nc(SCC(=O)NCCc3ccc(OC)c(OC)c3)n[nH]2)cc1	6%	.	.	9%	10	.	31%	.
32	Cc1nc(N2CCN(c3ccccn3)CC2)c2c(C)c(C(=O)N3CCN(c4ccccc4F)CC3)sc2n1	15%	10%	58	4%	3	-11%	8%	?
33	O=C(CSc1nc2ccc(NC(=O)CSc3nnnn3-c3ccccc3)cc2s1)Nc1ccccc1	0%	16%	-10	-10%	0	-2%	.	-4%
34	CC(C)[C@H](NC(N)=O)C(=O)Nc1cccc(S(=O)(=O)N2CCOCC2)c1	-14%	5%	7	-3%[0.397 µM]	2	2%	12%	7%
35	Cc1ccc(N2CCN(c3nc4c(S(=O)(=O)c5ccc(C)c(C)c5)nnn4c4ccccc34)CC2)c(C)c1	-12%	.	.	-5%	-9	.	7%	.
36	C=CCN1C(=O)CN=C1Nc1ccc(OC)cc1OC	5%	14%	-5	-11%	-2	-1%	23%	1%
37	CC(=O)c1ccc(S(=O)(=O)N2CCCc3ccccc32)cc1	10%	1%	-2	28%	1	?	19%	10%
38	CC1=CSC2=NS(=O)(=O)CCN12	-11%	6%	-1	-3%	-2	16%	-4%	?
39	O=C(Nc1nc2ccccc2[nH]1)NC1CCCCC1	-1%	1%	-6	-1%	11	4%	-7%	-2%
40	O=C(CCn1c(=O)c2ccccc2n(CC(=O)N2CCN(c3ccccc3)CC2)c1=O)NCc1ccco1	-5%	7%	13	-11%	7	0%	16%	-7%
41	c1cncc(-c2ccc3ncnc(NCc4ccc5c(c4)OCO5)c3c2)c1	5%	14%	.	.	.	-3%	-9%	.
42	CC(C)(C)c1ccc(OCCCC(=O)Nc2nnc(C3CC3)s2)cc1	8%	-2%	19	13%	-1	-12%	-20%	9%
43	CC(=O)Oc1cccc(C(=O)Nc2ccccc2NC(=O)c2cccc(OC(C)=O)c2)c1	-20%	18%	-28	-6%	-6	3%	-26%	-12%
44	O=S(=O)(c1ccccc1)c1nc(-c2ccccc2F)oc1N1CCOCC1	3%	.	.	10%	-4	.	-7%	.
45	CCCc1[nH]n(-c2ccc([N+](=O)[O-])cc2)c(=O)c1C=NCCc1ccc(OC)c(OC)c1	2%	-8%	5	19%	3	-2%	-36%	1%
46	CCC(C)c1ccc(OCc2ccc(C(=O)O)o2)cc1 (stereo not given)	-10%	-4%	-1	?	1	-12%	6%	-26%
47	O=C1C=C(c2ccccc2)CC(c2cccs2)C1n1cnc([N+](=O)[O-])c1 (stereo not given)	0%	-3%	19	22%	7	-10%	39%	1%
48	Cc1ccc(Cl)cc1N1CCN(C(=O)c2cnn(C)c2C2CCN(C(=O)OC(C)(C)C)CC2)CC1	7%	.	.	22µM*	-5	.	?	.
49	CSCC(C)N1CCC(n2nccc2NC(=O)CCc2ccccc2)CC1 (stereo not given)	-9%	-2%	5	8%	-8	4%	-4%	12%
50	CCCCN(C)CCNC(=O)C1CCN(S(=O)(=O)c2cccc3nsnc23)CC1	.	6%	11	14%	-7	-8%	10%	3%
51	CC(C)CN(CC(C)C)C(=O)CN1C(=O)NC2(CCc3ccccc3C2)C1=O (stereo not given)	8%	?	-10	20%	-7	-2%	-10%	-7%
52	O=C(NC(=S)NC1CCCCC1)c1ccccc1[N+](=O)[O-]	1%	12%	-4	23%	-9	-10%	-2%	6%
53	COc1ccc(S(=O)(=O)Nc2ccc3c(c2)CCC3)cc1	-14%	-4%	7	?	2	?	9%	?
54	CCOc1cc(/C=C(\C#N)C(N)=O)ccc1OCc1c(C)no[n+]1[O-]	-5%	9%	7	20%	16	4%	-30%	1%
55	COCc1cn(CC[C@@H]2CC[C@@H](NC(=O)Nc3ccc4c(c3)OCO4)[C@@H](CO)O2)nn1	2%	3%	-2	21%	5	-4%	-11%	5%
56	Cc1ccc(NC(=O)CCC(=O)NNC(=O)c2ccccc2Cl)c(C)c1	-2%	6%	16	-4%	2	-2%	-11%	0%
57	O=S(=O)(Nc1cccc2c1CCCC2)c1ccc(Cl)cc1	-61%[inhibitor]	-4%	4	?	2	-28%	.	22%
58	Clc1ccc(Sc2oc(/C=N/n3cnnc3)cc2Br)cc1	12%	12%	-18	11%	-2	4%	35%	5%
59	CC(=O)NC(CC(=O)Nc1ccc(S(=O)(=O)Nc2nccs2)cc1)c1ccccc1 (stereo not given)	-6%	1%	-24	-17%	-21	-12%	19%	-1%
60	COCCNc1oc(-c2ccc(COc3ccc(OC)cc3)o2)nc1C#N	-29%	.	.	-1%	-7	.	4%	.
61	CCN1CCN(Cc2coc3ccc(C)cc3c2=O)CC1	-9%	11%	-2	-29%	-25	1%	?	-4%
62	Cc1c(Cl)cccc1NC(=O)CSc1nc2ncccc2o1	-9%	.	.	?	1	.	17%	.
63	Cc1ccc(-c2nnc(Nc3ccc(O)cc3)c3ccccc23)cc1S(=O)(=O)NC(C)(C)CO	-25%	.	.	-26%	-8	.	17%	.

Screening results (PubChem)

Not all compounds are listed, so the mix of outcomes need not match the whole.
